Source: PubChem
XiGFP reactiv: X-chromosome reactivation activator; activation, % at 7.58 µM; 360,000 tested, 0.055% active; XiGFP mouse fibroblasts, % GFP-positive cells imaging, 3 d; cells co-treated with 5-aza-dC sensitizer; scaled so ellipticine positive control = 100%;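 active means mean normalized replicate activation at least 10% and every replicate at or above 10%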;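 further: 0% = median of on-plate neutral control wells and 100% = ellipticine 6 µM median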
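System: XiGFP fibroblasts, SV40-immortalized. Medium: DMEM plus 5-aza-dC sensitizer. Doses: single point. Timing: 3 d treatment, 15 min room-temperature fixation. Control set: ellipticine 6 µM.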
EWS-Fli block: EWS/Fli transcriptional activity inhibition; A673 NR0B1-luciferase reporter, viability-normalised; AID 651661; 350,000 tested, 0.67% active; inhibition, % at 12.6 µM;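 active means mean inhibition of at least 50% after viability correction, with every replicate also passing that limit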;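 further: firefly luciferase signal divided by Alamar Blue viability fluorescence both relative to DMSO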
FN deposition inh: fibronectin deposition inhibition; AH1F fibroblasts, Alexa488-fibronectin deposition fluorescence, overnight; 350,000 tested, 0.086% active; inhibition, % at 12.6 µM;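 active means mean inhibition across replicates of 30% or more, regardless of how many single replicates reach that level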;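 further: positive control wells lacked labelled fibronectin entirely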
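Material: AH1F fibroblast monolayer depositing Alexa488-labelled fibronectin into matrix / Amount: 10000 AH1F cells per well / Signal: fluorescence 485/525 nm / Medium: DMEM, 2% serum / Compound: single dose, pinned / Incubation: 1 h cell adhesion before compound, then overnight fibronectin incubation / Reagent: Alexa488-FN, 24 nM final / Read-out: inhibition of fibronectin deposition signal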
RAD52 inh: RAD52 (human) annealing inhibition; recombinant RAD52 DNA annealing, FRET fluorescence; inhibition, % at 18.7 µM; 360,000 tested, 0.46% active;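 active means every replicate showing at least 50% inhibition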
esBAF inh: SWI/SNF esBAF complex inhibition; mouse ES cells, Bmi1-luciferase knock-in reporter, 24 h; 100% = twice the neutral-well signal; reporter increase, % at 12.5 µM; 350,000 tested, 2% active; AID 602393; in the data active means activation above about 40%;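 further: 0% = median of the plate's neutral control wells and 100% = double that signal; a rise in the Bmi1 reporter signal indicates esBAF inhibition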
E-selectin induc: induces E-selectin expression in human endothelial cells | P16581 | activation, % at 7.58 µM | HUVEC E-selectin immunofluorescence imaging; normalized: neutral wells 0, TNF-alpha wells 100 | 260,000 tested, 0.37% active;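 active means mean E-selectin-positive cell signal at least 10% of the positive control, reached in at least 60% of replicates, without over 20% cell loss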;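 further: in these data hits start at about 27%; measured in HUVEC primary endothelial cells; signal is the percent of cells scored E-selectin positive by PE staining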
Target sequence (P16581 whole entry, looked up): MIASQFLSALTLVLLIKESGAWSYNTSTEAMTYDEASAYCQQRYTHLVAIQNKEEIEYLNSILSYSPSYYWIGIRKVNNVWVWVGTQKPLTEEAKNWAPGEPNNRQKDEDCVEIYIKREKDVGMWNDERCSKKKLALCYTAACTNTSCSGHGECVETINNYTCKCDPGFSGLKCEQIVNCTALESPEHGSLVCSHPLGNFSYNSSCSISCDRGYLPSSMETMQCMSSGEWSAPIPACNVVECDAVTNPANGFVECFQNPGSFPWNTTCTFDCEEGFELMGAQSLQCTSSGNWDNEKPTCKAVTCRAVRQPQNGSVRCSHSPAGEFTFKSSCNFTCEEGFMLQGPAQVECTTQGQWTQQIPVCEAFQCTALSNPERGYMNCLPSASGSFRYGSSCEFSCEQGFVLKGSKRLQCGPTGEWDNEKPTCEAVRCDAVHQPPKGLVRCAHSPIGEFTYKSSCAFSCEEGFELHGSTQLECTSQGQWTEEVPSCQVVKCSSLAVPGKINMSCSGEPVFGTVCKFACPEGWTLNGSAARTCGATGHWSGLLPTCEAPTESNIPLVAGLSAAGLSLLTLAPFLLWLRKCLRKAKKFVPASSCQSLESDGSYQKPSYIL
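Assay system: HUVEC primary endothelial cells. Input: 3,000 HUVEC seeded per well. Doses: one compound dose added by pin transfer. Read-out basis: % PE-positive cells. Benchmarks: TNF-alpha high, DMSO low. Detection: immunofluorescence imaging. Buffer or medium: EGM-2, gelatin.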
S100A4 inh HTS: inhibitors of human S100A4 binding to myosin IIA peptide; S100A4/TAMRA-MyoIIA peptide fluorescence polarization; AID 652163; inhibition, % at 10.7 µM; 360,000 tested, 0.14% active; P26447;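 active means mean inhibition of at least 70% across replicates, with every replicate also reaching that level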
Target sequence (P26447 whole entry, looked up): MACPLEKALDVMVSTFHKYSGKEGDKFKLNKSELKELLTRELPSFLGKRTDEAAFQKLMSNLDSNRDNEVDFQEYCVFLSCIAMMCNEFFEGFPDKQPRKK
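assay system = human S100A4 monomer with TAMRA-labelled myosin IIA peptide | also added = labelled myosin peptide probe, 5 nM | incubation = 5 min between mix addition and reading | control set = DMSO and TFP controls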
RAD54 branch: blocks human RAD54 Holliday junction branch migration; Q92698; FAM/BHQ fluorescence; inhibition, % at 10.4 µM; 360,000 tested, 0.14% active;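 active means mean normalized replicate activity at least 40 and at least half of replicates scoring 40 or more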;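 further: 0% = median of neutral control wells and 100% = median of positive control wells; inhibitors cause a drop in the FAM fluorescence signal; in these data hits start at about 50%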
* marks the source's active call; other numbers are inactive results; nt = not tested or not shown; & = joins results of further samples. Not all compounds are listed, so the mix of outcomes need not match the whole.

SMILES	XiGFP reactiv	EWS-Fli block	FN deposition inh	RAD52 inh	esBAF inh	E-selectin induc	S100A4 inh HTS	RAD54 branch
C[C@]12CC[C@H](OC(=O)CCC(=O)O)CC1=CCC1C2CC[C@@]2(C)C1CC[C@@H]2OC(=O)CCC(=O)O (stereo partly drawn)	-0.1	0	-8	2	4	-0.4	2	-17
CCOC(=O)C1=C(C)OC(N)=C(C(=O)OCC)[C@@]12C(=O)N(CC(N)=O)c1ccccc12	nt	nt	-1	nt	15&-1	nt	10	-5&-11
CN1CC(C(=O)c2cccc(C(F)(F)F)c2)C(c2ccc(Cl)cc2)C1 (stereo not drawn)	0.3	20	-5	-6	-2	nt	-3	7
O=C(C[N+]12CCC(CC1)C(O)C2)c1ccc(Br)cc1 (stereo not drawn)	0.3	0	-3	-4	1	-0.2	-5	-11
COc1ccc(-c2nn(CCC#N)cc2C(=O)Nc2cccc([N+](=O)[O-])c2)cc1OC	0.1	17	10	-4	2	nt	-1	-7
CC(=O)Nc1ccc(S(=O)(=O)N2Cc3cnnn3-c3ccccc3C2C#N)cc1 (stereo not drawn)	0.0	0	nt	-6	3	nt	5	-3
CCOc1cc2c(cc1OCC)-n1cccc1C(c1ccc(F)cc1)NC2 (stereo not drawn)	0.5	10	0	-6	2	-0.1	-2	-3
Oc1ccccc1/C=N/NP(=S)(c1ccccc1)c1ccccc1	-0.1	-27	-4	-90	nt	-2.8	-5	nt
CCN(CC)CCN=Cc1c(O)n(Cc2ccco2)c(=O)[nH]c1=O	0.1	13	2	-2	nt	5.4	2	-4
O=C(Cc1ccccc1)N1CCCCN2[C@H](C1)[C@H](c1ccc(C#CC3(O)CCCC3)cc1)[C@@H]2CO	0.1	4	nt	-15	nt	-0.3	5	-3
CCN1C[C@]2(COC)CC[C@H](O)[C@]34C1[C@](O)([C@@H](OC)[C@H]23)[C@@]1(O)C[C@H](OC)[C@H]2C[C@@H]4[C@@H]1[C@H]2OC	-0.1	0	-8	-3	1	0.1	7	4
COC(=O)C1=C(c2cccc(C#N)c2)C[C@@H]2CC[C@H]1N2C(=O)N1CCOCC1	-0.1	7	11	-6	-2	0.0	-1	-5
NP(=O)(Oc1ccccc1)c1ccccc1 (stereo not drawn)	0.0	0	nt	-33	-7	-0.6	29	-5
Cc1ccccc1N1C(=O)NC(=O)/C(=C\c2cc(C)n(C)c2C)C1=O	0.0	8	-1	-43	nt	nt	-7	4
CN1C2CCC1CC(OC(=O)c1ccc(Cl)cc1)(C(=O)O)C2 (stereo not drawn)	0.0	-3	6	-9	nt	nt	0	nt
O=C(Cc1ccccc1)N1CCN(Cc2ccc([N+](=O)[O-])cc2)CC1	0.2	3	-1	-6	-2	nt	4	nt
CSc1ccc(C(=O)C2CCCN(Cc3ccn[nH]3)C2)cc1 (stereo not drawn)	0.0	13	2	-8	3	0.0	-1	nt
CC1(C)Cc2c(C#N)c(N3CCNCC3)nc(-c3ccco3)c2CS1	0.2	16	-3	-24	nt	nt	-3	3
Cc1cc(=O)oc2c(C)c(OCC(=O)N3C[C@H]4C[C@@H](C3)c3cccc(=O)n3C4)ccc12	nt	6	nt	-4	-8	nt	0	-14
Cc1c(C(=O)O)cccc1-n1c(C)cc(/C=C2\C(=O)NC(=O)N(c3ccc4c(c3)OCO4)C2=O)c1C	-0.1	2	-8	-44	12	nt	-24	nt
COC(=O)C1=C(c2ccc(OC)c(OC)c2)C[C@@H]2CC[C@H]1N2C(=O)N1CCCC1	0.0	7	4	-14	0	2.5	-3	-13
CC12Nc3ccccc3C(=O)N1Cc1cnnn1-c1ccccc12 (stereo not drawn)	0.0	2	-9	-5	nt	0.0	2	nt
C[C@]12CCC3C(CC[C@H]4CC(=O)CC[C@]34C)C1CCC2=O (stereo partly drawn)	0.3	-3	-3	6	nt	-0.2	1	nt
Cc1ccc(-c2cc(C(=O)N3CCC4(CC3)OCCO4)no2)cc1	0.1	-32	nt	-7	nt	nt	-59	nt
CC1(C)CC(=O)c2cc(OCC(=O)N3CCN(Cc4ccccc4)CC3)ccc2O1	0.2	-6	nt	0	nt	-1.8	-25	nt
Fc1ccc(C(OCCN2CCN(CCCc3ccccc3)CC2)c2ccc(F)cc2)cc1	0.0	34	4	25	17	-0.2	0	-6
CCOc1cc2c(cc1OCC)-n1cccc1C(c1ccc(OC)cc1)NC2 (stereo not drawn)	0.2	18	-1	-6	2	nt	-16	9
CCCCn1nnnc1C(CCc1ccccc1)N1CCC2(CC1)C(=O)NCN2c1ccccc1 (stereo not drawn)	0.0	7	-1	6	-7	-1.6	-2	-4
C=CCn1c(O)c(C(CC)=NCc2ccc3c(c2)OCO3)c(=O)[nH]c1=O	0.0	24	-3	-6	nt	0.2	-7	-3
CC(C)(C)c1cc(OC(=O)Cc2ccccc2)ccc1O	0.0	16	3	-8	-7	0.0	8	-1
CS(=O)(=O)c1ccc(C2=C(CNC(=O)c3ccncc3)[C@H]3CC[C@@H](C2)N3Cc2ccccc2)cc1	0.7	2	10	-12	-5	-0.2	-6	-1
COc1cc(OC)c2c(c1)O[C@@H](c1ccc(OC)c(OC)c1)[C@H](O)C2	0.4	3	5	-24	-2	0.2	49	7
CCc1nccc2c1[nH]c1ccccc12	nt	4	nt	2	0	nt	-9	14
O=c1cccc2n1CC1CNCC2C1 (stereo not drawn)	0.0	2	nt	-18	-4	-0.2	-5	-3
C/C=C/c1ccc2c(c1)OCO2	nt	0	nt	-20	-5	nt	-13	1
COC(=O)[C@H]1[C@H](CO)[C@H]2Cn3c(ccc(-c4ccc(F)cc4)c3=O)[C@@H]1N2Cc1cccnc1	0.1	-13	nt	19	-5	-0.1	1	3
CC(C)(C)c1ccc(C(=O)C2CCCN(Cc3ccon3)C2)cc1 (stereo not drawn)	0.0	-41	18	-8	nt	nt	-6	-2
CC/C(=N\Nc1cccc2ccccc12)c1c(O)[nH]c(=O)[nH]c1=O	0.1	-4	-11	-4	nt	nt	-1	nt
O=c1c2ccccc2nc(/C=C/c2ccc(O)cc2)n1-c1ccccc1O	1.1	-5	1	-27	-11	nt	-7	1
CCOC(=O)C1(c2ccccc2)CCN(CCC(=O)Nc2ccccc2OC)CC1	0.2	8	-1	6	-3	-0.1	1	-6
CCOc1ccccc1N1C(=O)CC(=O)NC1=O	0.0	nt	4	-50	-2	nt	-6	7
CCN(C(=O)COC(=O)Cc1ccccc1)c1c(N)n(Cc2ccccc2)c(=O)[nH]c1=O	1.0	-9	7	-16	0	-0.8	-3	-5
COc1ccc(CN2C(=O)NC(=O)/C(=C/c3ccc(OC)c(OC)c3OC)C2=O)cc1	0.1	6	10	-18	nt	-4.3	-5	nt
CN(C)[C@@H]1C(=O)C(C(N)=O)=C(O)[C@@]2(O)C(=O)C3=C(O)c4c(O)cccc4[C@@](C)(O)C3C[C@@H]12 (stereo partly drawn)	-0.2	3	-11	-35	8	-2.5	4	2
CCCC12CN3CCN(CC(C3)/C1=N\NC(=O)c1ccncc1)C2	0.0	2	1	-17	0	nt	-2	nt

Rewritten field by field: 2 of the compounds above.
SMILES: O=c1c2ccccc2nc(/C=C/c2ccc(O)cc2)n1-c1ccccc1O
- XiGFP reactiv = 1.1
- EWS-Fli block = -5
- FN deposition inh = 1
- RAD52 inh = -27
- esBAF inh = -11
- E-selectin induc = nt
- S100A4 inh HTS = -7
- RAD54 branch = 1
SMILES: CCOC(=O)C1(c2ccccc2)CCN(CCC(=O)Nc2ccccc2OC)CC1
- XiGFP reactiv = 0.2
- EWS-Fli block = 8
- FN deposition inh = -1
- RAD52 inh = 6
- esBAF inh = -3
- E-selectin induc = -0.1
- S100A4 inh HTS = 1
- RAD54 branch = -6

Next part:
SMILES	XiGFP reactiv	EWS-Fli block	FN deposition inh	RAD52 inh	esBAF inh	E-selectin induc	S100A4 inh HTS	RAD54 branch
CCN(CC)P(=O)(NC(=O)c1cccn1C)N(CC)CC	0.1	0	-5	-13	nt	0.2	-3	nt
O=C(c1ccccc1)c1ccc(N=Nc2c(O)[nH]c(=O)[nH]c2=O)cc1	-0.2	6	-6	-29	nt	nt	0	nt
O=C1NC(=O)C(=Cc2ccc(SC3CCCCC3)o2)C(=O)N1	0.9	21	-18	-53	nt	nt	7	nt
c1ccc(CCN2CCC3(CC2)OCCO3)cc1	0.0	-1	3	-4	nt	22	-7	nt
COc1cccc(-c2ccc([C@@H]3[C@H](CO)N4CCCCN(C(=O)Cc5ccncc5)C[C@@H]34)cc2)c1	0.0	nt	-4	-52	nt	0.0	-6	-11
COC(=O)C1=C(c2cc3ccccc3s2)C[C@@H]2CC[C@H]1N2C(=O)NCc1ccccc1	0.1	1	5	-25	-8	-0.1	2	-5
CCOc1ccc(N2C(=O)NC(=O)/C(=C\c3ccc(N4CCOCC4)cc3C)C2=O)cc1	0.1	1	-5	-50	nt	nt	7	nt
Cc1cc(OC(C)C(=O)NCC(O)c2ccccc2)c2c3c(c(=O)oc2c1)CCCC3 (stereo not drawn)	0.0	2	11	-16	-7	-0.2	1	16
Cc1cccc(-n2c(C)nc3cc(C(=O)N4CCC5(CC4)OCCO5)ccc32)c1	nt	-2	nt	1	2	nt	2	4
CCCCn1nnnc1C(c1ccc(OC)cc1)N1CCC2(CC1)C(=O)NCN2c1ccccc1 (stereo not drawn)	0.1	-5	-3	-1	-5	-11	-2	0
COc1ccc(C(O)(c2ccccc2)c2ccncc2)cc1 (stereo not drawn)	0.0	0	8	-1	nt	0.2	-3	nt
CN1C(=O)C(=Cc2ccccc2OCc2ccc(Cl)cc2)C(=O)N(C)C1=O	0.2	-27	-5	-27	nt	0.2	4	nt
c1ccc2c(c1)CNCc1cnnn1-2	0.0	0	9	-12	-2	-0.7	2	-12
CC(=O)OC1=CC[C@H]2[C@@H]3CC[C@H]4C[C@H](OC(C)=O)[C@@H](OC(C)=O)C[C@]4(C)[C@H]3CC[C@]12C	nt	-6	nt	-4	-5	nt	-6	-4
O=C(NCCN1CCC2(CC1)C(=O)NCN2c1ccccc1)c1ccccc1F	0.1	6	14	1	nt	-0.1	0	nt
CCOc1ccc(C(C)=O)cc1Cn1ccsc1=N	0.0	4	4	64*	0	0.1	2	12
Oc1cc(Cl)c(Cl)c(Cl)c1	nt	3	nt	-4	-1	nt	-25	-11
FC(F)(F)c1ccc(-c2ccc3c(c2)CNCc2cnnn2-3)cc1	nt	-45	-1	-8	34	0.1	0	-1
COC(=O)C1=C(c2cc3ccccc3s2)C[C@@H]2CC[C@H]1N2C(=O)NCc1ccco1	0.1	0	0	nt	-5	-0.2	nt	2
COc1ccc(-c2nn(CCC#N)cc2C(=O)Nc2ccccc2Br)cc1[N+](=O)[O-]	0.5	-11	1	-7	nt	2.6	-8	nt
CC(=O)N[C@@H]1CC[C@@]2(O)[C@H]3Cc4ccc(O)c5c4[C@@]2(CCN3CC2CC2)[C@@H]1O5	nt	-2	nt	-2	2	nt	0	-9
CC1(C)C2CC=C(CN3CCC(O)CC3)C1C2 (stereo not drawn)	nt	-7	nt	-7	-4	nt	3	13
